# Screens (PubChem BioAssay)
# LDHA inh: inhibitors of human lactate dehydrogenase A | P00338 | purified LDHA, NADH/diaphorase-resazurin fluorescence; active compounds read low | activity change, % (values are at about 110 or 230 µM) | 480,000 compounds, 0.15% hits | AID 1347041; in the data active means activity change below about -30%; inconclusive means mostly about -25% to -30%;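 further: plate controls were DMSO wells for no effect and wells without enzyme for full effect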
#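 Human LDH5 (2 nM) was incubated with 0.06 mM NADH and 0.2 mM pyruvate for 5 min at room temperature in Tris pH 7.4. Remaining NADH was coupled through diaphorase/resazurin, and resorufin fluorescence was read at 0 and 20 min.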
# POLB inh: DNA polymerase beta (human) inhibition; Potency, µM (highest dose often 114 µM), for inactives: top-dose activity change, negative = inhibition, usual class: inhibitors; 340,000 compounds, 1.3% hits; P06746; Pol beta primer extension/strand displacement, fluorescence kinetic; further: potency means the concentration at half of the fitted maximal effect; on the % scale 0 is the no-effect control and ±100 the full control effect
#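 Preincubation: enzyme (10 nM) with compound, 15 min, RT. Reaction: substrate added to 50 nM final. Reads: 0 and 10 min. Analysis: normalized, Hill fit.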
# POLH inh: DNA polymerase eta (human) inhibition; AID 588591; recombinant Pol eta, fluorescent DNA replication assay; 390,000 compounds, 1.2% hits; Q9Y253; Potency, µM (top dose mostly 114 µM), for inactives: at the top dose activity change, negative = inhibition, hits mostly inhibitors; further: potency means the concentration at half of the fitted maximal effect; on the % scale 0 is the no-effect control and ±100 the full control effect
#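 Pol eta at 10 nM preincubated with compounds 15 min at room temperature; reaction started with fluorescent substrate (50 nM final) and read kinetically at 0 and 10 min.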
# Pol iota inh: inhibitors of human DNA polymerase iota. Q9UNA4. Pol iota fluorescent replication assay, 10 min. Potency, µM (highest dose often 115 µM), inactives show at the highest dose activity, negative = inhibition, hits mostly inhibitors. 390,000 compounds, 1% hits. AID 588590; further: potency means the concentration at half of the fitted maximal effect
#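 Fluorescent replication assay read twice, at 0 min and 10 min after adding 50 nM (final) substrate. Enzyme (10 nM) and compounds were first incubated 15 min at room temperature; enzyme-free buffer wells were negative controls.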
# BLM helicase inh: inhibitors of human Bloom syndrome helicase BLM. P54132. 350,000 compounds, 0.2% hits. AID 2528. recombinant BLM DNA unwinding, fluorescence dequenching. Potency, µM (titrated, usually from 56.1 µM), without a hit: at the top dose activity change, negative = inhibition, most hits filed as inhibitors;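 further: potency means the concentration at half of the fitted maximal effect; plate controls were vehicle for no effect and no enzyme for full effect; nearly all actives have a fitted effect of over 35% in size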
# POLK inh: blocks human DNA polymerase kappa activity; purified Pol kappa, fluorescent DNA synthesis assay, 10 min; 400,000 compounds, 0.53% hits; Q9UBT6; AID 588579; Potency, µM (doses to about 107 µM), without a hit: top-dose activity, negative = inhibition, actives largely listed as inhibitors; further: potency means the concentration at half of the fitted maximal effect; on the % scale 0 is the no-effect control and ±100 the full control effect
#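 Readout: fluorescence, taken kinetically at 0 and 10 min. Conditions: 10 nM Pol kappa, 15 min RT compound preincubation, 50 nM substrate final. Controls: enzyme-free buffer wells.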
# Apoferritin bind: binds horse apoferritin like a general anesthetic | P02791 | apoferritin/1-aminoanthracene competitive binding, fluorescence | Potency, µM (series often up to 77.5 µM), for inactives: at the highest dose activity change, negative = displacement, usual class: inhibitors | 350,000 compounds, 0.074% hits; further: potency means the concentration at half of the fitted maximal effect; on the % scale 0 is the no-effect control and ±100 the full control effect; nearly all actives have a fitted effect of over 20% in size
# Target sequence (P02791 2-175 limits assumed): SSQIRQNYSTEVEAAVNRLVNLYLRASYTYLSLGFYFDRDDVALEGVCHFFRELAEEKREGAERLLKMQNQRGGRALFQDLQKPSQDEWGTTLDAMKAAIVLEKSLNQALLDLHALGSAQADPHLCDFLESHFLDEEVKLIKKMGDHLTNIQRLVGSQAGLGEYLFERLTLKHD
#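 In PBS, apoferritin at 10 uM is loaded with 1-AMA from a 50% saturated solution. After 10 min of compound exposure at ambient temperature, reduced 535 nm fluorescence indicates probe displacement.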
# APEX1 inh: blocks human APE1 abasic DNA cleavage; P27695; recombinant APE1, TAMRA/BHQ-2 abasic DNA cleavage fluorescence; Potency, µM (series often up to 65.8 µM), without a hit: at the highest dose activity change, negative = inhibition, usual class: inhibitors; 350,000 compounds, 0.35% hits; AID 2517;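 further: potency means the concentration at half of the fitted maximal effect; plate controls were vehicle for no effect and reference inhibitor for full effect; nearly all actives have a fitted effect of over 55% in size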
# Target sequence (P27695 whole entry, looked up): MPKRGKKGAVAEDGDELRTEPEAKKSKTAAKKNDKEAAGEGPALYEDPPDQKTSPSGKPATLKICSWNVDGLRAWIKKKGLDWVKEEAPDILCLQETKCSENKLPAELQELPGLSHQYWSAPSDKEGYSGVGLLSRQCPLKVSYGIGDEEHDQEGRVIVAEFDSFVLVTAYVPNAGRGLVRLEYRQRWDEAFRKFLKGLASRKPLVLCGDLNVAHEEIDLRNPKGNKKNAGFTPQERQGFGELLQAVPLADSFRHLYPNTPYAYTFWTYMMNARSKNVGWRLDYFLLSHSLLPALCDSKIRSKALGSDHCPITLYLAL
#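 Kinetic fluorescence read (525 ex/598 em nm, three reads 60 s apart) of AP-site incision; signal = third minus first read. Enzyme 0.75 nM, dual-labelled THF duplex 50 nM, compound preincubation 15 min RT.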
# Glioma ERSR ind: induces the endoplasmic reticulum stress response in human glioma cells | U87-MG GRP78 promoter luciferase reporter, 16 h | Potency, µM, without a hit: at the top dose activation, most hits filed as activators | 420,000 compounds, 0.02% hits; further: potency means the concentration at half of the fitted maximal effect; series mostly up to about 76 µM; % of control where 0% means no effect; nearly all actives have a fitted effect of over 35% in size
#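 Stably transfected U87-MG human glioma cells carrying a GRP78-based luminescent sensor were seeded at 1000 cells/well, pin-dosed with compounds and incubated 16 h. Luciferase reagent was then added, and end-point luminescence was read after 10 min at room temperature.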
# An asterisk follows results filed as active; ? = inconclusive; . = no result given; & = joins results of further samples; [ ] = dose if it differs, or a comment. Unless noted, the call rests on the fitted dose curve; in most records, active means well fitted curve in the direction sought with a large enough effect; inconclusive means small, poorly fitted or top-dose-only effect, or another doubt; inactive means no such curve, though single readings can be large; an effect the other way counts as inactive or inconclusive.
nr	molecule	LDHA inh	POLB inh	POLH inh	Pol iota inh	BLM helicase inh	POLK inh	Apoferritin bind	APEX1 inh	Glioma ERSR ind
1	CC(C)Cn1cnc2c1c(=O)[nH]c(=O)n2Cc1ccccc1	-1	11%	-2%	21%	0%	11%	-10%	-4%	-2%
2	COc1ccccc1CCC(=O)NNC(=O)c1ccncc1	-10	.	-9%	41%[activator]	.	-11%	.	-11%	0%
3	CC(C)(C)S(=O)(=O)Cc1nc(-c2ccc(Cl)c(Cl)c2)cs1	-8	5%	-10%	30%	-9%	-6%	-18%	-5%	1%
4	COc1ccc(-c2cc(C3CCN(c4cc(Cl)nc(N)n4)CC3)[nH]n2)cc1	-3	19%	-16%	10%	-8%	-18%	-2%	0%	0%
5	COc1ccc(N2CCN(S(=O)(=O)c3cc(Br)cc4c3N(C(=O)C3CC3)CC4)CC2)cc1	2	2%	-8%	-8%	-3%	-12%	-8%	.	-3%
6	CC(NC(=O)OC(C)(C)C)C(=O)Oc1cc2oc(=O)cc(-c3ccccc3)c2cc1Cl (stereo unspecified)	-3	-21%	0%	-8%	-1%	-4%	249%[activator]	1%	0%
7	CCCCC[C@H]1CN(C2CCCCC2)C(=O)[C@@H]1CC(=O)NCc1ccc(OC)cc1	4	-17%	-20%	-3%&-4%	-5%	-6%&-15%	?	34%	-6%&-1%
8	O=C(CCN1C(=O)/C(=C/c2cccs2)SC1=S)Nc1ccc(C(=O)O)cc1	1	32µM*	45µM*	?	2%	-4%	-2%	-16%	6%
9	CCOc1ccc(NC(=O)C2CCN(S(=O)(=O)c3ccc4c(c3)NC(=O)C(C)S4)CC2)cc1 (stereo unspecified)	-3	1%	-10%	-19%	-4%	8%	-10%	8%	-1%
10	COc1ccc(CCNC(=O)c2cc(=O)c3cc(C)cc(C)c3o2)cc1OC	2	3%	-16%	17%	-3%	11%	?	.	-2%
11	Cc1ccc2nc(NC(=O)COC(=O)c3ccccn3)sc2c1	1	28%	-13%	170%[activator]	0%	-5%	-16%	1%	2%
12	CC(Oc1ccccc1Cl)C(=O)N1CCCN(C)CC1 (stereo unspecified)	-5	-29%	-7%	27%	-1%	-4%	-8%	16%	-1%
13	Cc1ccccc1-c1noc(-c2cc3ccccc3oc2=O)n1	-5	3%	2%	12%	1%	1%	-1%	.	-1%
14	COc1ccccc1CN(C)C(=O)c1ccc2c(c1)NC(=O)CS2	-3	-1%	-3%	18%	-1%	-19%	-16%	-3%	-4%
15	COc1cccc(C(=O)N(c2ccc(OC)cc2OC)C2C=CS(=O)(=O)C2)c1 (stereo unspecified)	2	61%	3%	4%	1%	-10%	-8%	-1%	-2%
16	CO/N=C(/CN1CCCCC1)c1ccc(Cl)cc1	-5	20%	-18%	39%[activator]	-1%	2%	-4%	20%	-7%
17	COC(=O)c1ccccc1NC(=O)c1ccccc1NS(C)(=O)=O	-4	-14%	2%	2%	-2%	-9%	-11%	0%	-1%
18	Cc1ccc(N2CC(NC(=O)C(=O)c3c(C)[nH]c4ccccc34)CC2=O)cc1 (stereo unspecified)	-3	.	-10%	41%[activator]	.	0%	.	-9%	-4%
19	COc1ccccc1/C=C/C(=O)NCC(=O)N/N=C/c1ccc2c(c1)OCO2	-5	0%	?	1%	?	-20%	?	-9%	0%
20	CCn1ccnc1CN1CCN(CC=C(C)C)C(CCO)C1 (stereo unspecified)	-3	55%	-13%	?	-2%	2%	-3%	9%	1%
21	O=C(CN1CCCCC1)N1CCCc2c1c(=O)oc1ccc(OCc3ccccc3)cc21	-3	-2%	-17%	8%	-12%	-6%	-11%	-7%	-6%
22	COc1ccc2c(Sc3ccc(C)cc3)c(C(=O)NC(C)C)[nH]c2c1	-1	-15%	-6%	46%[activator]	-3%	-15%	6%	.	-1%
23	CCNC(=O)COC(=O)c1cc(S(=O)(=O)N2CCCCC2)ccc1C	-6	9%	-12%	0%	-3%	-3%	-2%	?	-4%
24	CCN(CC)S(=O)(=O)c1ccc2c(c1)c(=O)c(C(=O)NCCCN(C)c1ccccc1)cn2C	-1	-1%	-1%	0%	-10%	-6%	-10%	-4%	0%

# New compounds follow.
# Screens in order – LDHA inh | POLB inh | POLH inh | Pol iota inh | BLM helicase inh | POLK inh | Apoferritin bind | APEX1 inh | Glioma ERSR ind
(25) CSc1ccc(S(=O)(=O)N2CCC(C(=O)Nc3cccnc3)CC2)cc1
→ -4 | -1% | -7% | ? | -5% | -6% | -1% | 0% | -2%
(26) NC(=O)c1oc2ccccc2c1NC(=O)c1ccc([N+](=O)[O-])o1
→ -1 | 11% | -25% | 4% | -6% | -8% | -2% | 18% | -11%
(27) Cc1c(C(=O)Nc2ccc(F)cc2)oc2ccc(S(=O)(=O)N3CCC4(CC3)OCCO4)cc12
→ -5 | -22% | -19% | -6% | -6% | -9% | ? | ? | -3%
(28) Cc1cc(C)c(Cn2c(C3CC(=O)N(c4ccc(F)cc4)C3)nc3ccccc32)c(C)c1 (stereo unspecified)
→ -1 | 0% | -18% | 14% | -1% | -11% | 1% | . | 1%
(29) COc1ccc(CN2CCNC(=O)C2CC(=O)NC2CCCC2)cc1OC (stereo unspecified)
→ -6 | 0% | -12% | -3% | 0% | -17% | -9% | 50%[activator] | -4%
(30) CCCCOC(=O)c1ccc(NC(=O)c2ocnc2C)cc1
→ 6 | 1% | -10% | ? | -5% | -7% | ? | -8% | 2%
(31) CCOc1ccc(-c2cn(-c3ccc(C)cc3)c(SCC(=O)Nc3ccc(C)cc3)n2)cc1
→ -6 | 18% | -12% | 3% | -7% | -3%[60.1 µM] | 64%[activator] | . | 3%
(32) O=C(NCCCN1CCCC1=O)C1CCN(S(=O)(=O)c2ccc(Cl)cc2)CC1
→ -1 | . | -6% | 20% | . | 6% | . | 20% | -5%
(33) O=C(CCc1ccccc1Cl)Nc1ccc(S(=O)(=O)N2CCOCC2)cc1
→ -4 | . | -11% | 9% | . | -7% | . | -11% | -5%
(34) CCOC(=O)c1ccccc1NS(=O)(=O)c1cnn(CC)c1C
→ -9 | -9% | 3% | -9% | 0% | -8% | -6% | 2% | -3%
(35) Cc1ccc(OCCNC(=O)CCNC(=O)c2ccc(Cl)cc2)cc1
→ -2 | . | -3% | 27% | . | 3% | . | 27% | -3%
(36) O=C1OC(c2cccs2)=N/C1=C\c1ccc(-c2cccc(Cl)c2)o1
→ -11 | 0% | ? | ? | ? | -22% | -2% | 3% | -8%
(37) COc1ccc(-n2nc(C(=O)NCC(=O)N3CCN(c4ccccc4)CC3)c3ccccc3c2=O)cc1OC
→ -1 | -18% | -20% | 16% | -4% | -16% | -7% | 49% | 3%
(38) COc1ccccc1NC(=O)c1ncn(-c2ccccc2)n1
→ -10 | 5% | . | 89µM* | -1% | -7% | -13% | . | .
(39) CNC(=O)COC(=O)c1cc(-c2ccccc2)nn1-c1ccccc1
→ 0 | 21% | -6% | 8% | 0% | -6% | -6% | -6% | -5%
(40) Cn1c(SCC(=O)NCc2ccco2)nnc1-c1ccccc1
→ -6&0 | 3% | 9% | -13%&10% | 2% | -22%&2% | -14% | 1% | -1%&-4%
(41) Cc1cccc(Cn2cccc2CNS(=O)(=O)c2ccc(C)c(C)c2)c1
→ 5 | -19% | -18% | -15% | -14% | -1%[60.1 µM] | 120%[activator] | . | -2%
(42) CCOC(CC(=O)NNC(=O)c1c(-c2ccccc2Cl)noc1C)OCC
→ -4 | 19% | 2% | 3% | -10% | -17% | 1% | 0% | -4%
(43) COc1ccc(C(=O)Nc2ccc(Cl)c(Cl)c2)c(OC)n1
→ -6 | 4% | -2% | 5% | 2% | -9% | -2% | 2% | 5%
(44) COc1ccccc1NC(=O)Cn1c(=O)n(-c2ccc(C)cc2)c(=O)c2c1cnn2C
→ -1 | -13% | -8% | 6% | -1% | 5% | -3% | . | -2%
(45) CCc1cccc(CC)c1N(COC)C(=O)Cn1c(C(C)O)nc2ccccc21 (stereo unspecified)
→ -4 | -7% | -11% | ? | 2% | -5% | -16% | 2% | -2%
(46) NC(=O)c1cc([N+](=O)[O-])ccc1Nc1ccccc1
→ -6 | . | ? | 8% | . | -15% | . | 3% | -2%
(47) CSCCC(NC(=O)COc1ccccc1)C(=O)N1CCOCC1 (stereo unspecified)
→ -5 | . | -18% | 32%[activator] | . | 0% | . | 23% | -7%
(48) N#CCCCc1cc2cc(F)ccc2cn1
→ -1 | . | -2% | 13% | . | 6% | . | 10% | 4%

# Not all compounds are listed, so the mix of outcomes need not match the whole.
